Vif-A3F inh – blocks the Vif interaction with APOBEC3F; HeLa A3F-eYFP + Vif (tagged APOBEC3F with the HIV-1 protein that degrades it), YFP fluorescence increase; Potency, µM (titrated, usually from 46.1 µM), without a hit: top-dose activity, negative = active; hit rate 0.2% among 390,000; AID 602313; further: potency means the concentration at half of the fitted maximal effect; % of control where 0% means no effect; nearly all actives have a fitted effect of over 65% in size
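HeLa cells stably expressing A3F-eYFP plus Vif, plated and incubated overnight at 37 deg C, then exposed to compounds overnight at 37 deg C. Blocked degradation read as raised yellow fluorescence (Ex 488/Em 500-530).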
RXFP1 ag – agonists of human relaxin receptor RXFP1; Potency, µM (titrated, usually from 57.5 µM), for the others: at the top dose activation, usual class: activators; HEK293T-RXFP1 cAMP TR-FRET, 30 min; response scale: percent of porcine relaxin response, buffer zero; AID 2676; hit rate 0.3% among 370,000; further: potency means the concentration at half of the fitted maximal effect; on the % scale 0 is the no-effect control and ±100 the full control effect; nearly all actives have a fitted effect of over 60% in size; many of its hits are not listed in these tables
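HEK293 cells stably expressing RXFP1, treated 30 min at 37C with compounds plus PDE4 inhibitor Ro 20174; cAMP measured by HTRF TR-FRET. Normalized to buffer and 29 nM porcine relaxin; EC50 by Hill fit.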
Vif-A3G inh – inhibitors of Vif-APOBEC3G interaction; Q9HC16; HeLa A3G-eYFP + Vif (tagged APOBEC3G with the HIV-1 protein that degrades it), YFP fluorescence, overnight; Potency, µM (highest dose often 46.1 µM), inactives show top-dose activity, negative = active, actives largely listed as inhibitors; hit rate 0.076% among 410,000; AID 602310;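 further: potency means the concentration at half of the fitted maximal effect; on the % scale 0 is the no-effect control and ±100 the full control effect; nearly all actives have a fitted effect of over 60% in size; hits raise eYFP signal because A3G escapes Vif-driven loss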
Target sequence (Q9HC16 whole entry, looked up): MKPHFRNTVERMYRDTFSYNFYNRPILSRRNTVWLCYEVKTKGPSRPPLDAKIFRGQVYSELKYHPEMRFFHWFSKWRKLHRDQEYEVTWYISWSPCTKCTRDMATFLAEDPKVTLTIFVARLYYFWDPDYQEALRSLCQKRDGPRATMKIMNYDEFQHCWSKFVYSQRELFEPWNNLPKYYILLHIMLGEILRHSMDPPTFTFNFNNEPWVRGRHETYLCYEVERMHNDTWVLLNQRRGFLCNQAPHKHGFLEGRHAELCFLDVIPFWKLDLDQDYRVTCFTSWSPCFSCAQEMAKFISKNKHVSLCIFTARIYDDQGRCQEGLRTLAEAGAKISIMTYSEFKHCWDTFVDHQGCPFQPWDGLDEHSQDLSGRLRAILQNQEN
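HeLa cells stably expressing Vif and C-terminally eYFP-tagged A3G, seeded overnight at 37 deg C, then exposed to compound by pintool overnight at 37 deg C. Rise in yellow fluorescence (Ex 488/Em 500-530, Acumen) marks blocked Vif-driven A3G degradation.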
mIDH1 inhibitor – human IDH1 R132H inhibition. O75874. IDH1-R132H enzyme, NADPH consumption, diaphorase/resazurin fluorescence. Potency, µM (top dose mostly 76.6 µM), inactives show top-dose activity change, negative = inhibition, most hits filed as inhibitors. hit rate 0.093% among 390,000. AID 602179; further: potency means the concentration at half of the fitted maximal effect; on the % scale 0 is the no-effect control and ±100 the full control effect; nearly all actives have a fitted effect of over 65% in size
Target sequence (O75874 whole entry R132H, stated change not applied): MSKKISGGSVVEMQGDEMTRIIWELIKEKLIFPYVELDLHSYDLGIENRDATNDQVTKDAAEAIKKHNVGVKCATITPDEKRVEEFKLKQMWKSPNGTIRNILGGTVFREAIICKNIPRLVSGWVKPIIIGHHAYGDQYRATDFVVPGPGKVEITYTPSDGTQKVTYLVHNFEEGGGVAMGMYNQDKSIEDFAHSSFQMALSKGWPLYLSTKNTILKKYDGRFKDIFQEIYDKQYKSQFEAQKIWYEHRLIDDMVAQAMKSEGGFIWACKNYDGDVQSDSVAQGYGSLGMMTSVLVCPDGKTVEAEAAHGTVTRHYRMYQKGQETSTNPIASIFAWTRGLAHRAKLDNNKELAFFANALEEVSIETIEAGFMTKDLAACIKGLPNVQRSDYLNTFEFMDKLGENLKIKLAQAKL
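IDH1-R132H (0.5 ug/mL dispensed) in pH 7.5 Tris buffer was preincubated 30 min with compound, then given a substrate mix of 0.016 mM NADPH and 2 mM alpha-KG for 80 min at room temperature; remaining NADPH was read by diaphorase/resazurin fluorescence.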
LDHA block – LDHA (human) enzyme inhibition. P00338. purified LDHA, NADH/diaphorase-resazurin fluorescence; active compounds read low. activity change, % (values are at about 110 or 230 µM). hit rate 0.15% among 480,000; in the data active means activity change below about -30%; inconclusive means mostly about -25% to -30%;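 further: plate controls were DMSO wells for no effect and wells without enzyme for full effect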
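LDH5 2 nM; NADH 0.06 mM, pyruvate 0.2 mM; 200 mM Tris pH 7.4, EDTA, Tween-20; 5 min RT. Detection: diaphorase 0.133 mg/mL + resazurin 37 µM, fluorescence ex540/em590 at 0 and 20 min; normalized to enzyme-free and DMSO wells.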
TrxR1 substrate – is turned over as a substrate by rat TrxR1; AID 588456; hit rate 0.01% among 390,000; purified TrxR1 substrate turnover, NADPH consumption readout; Potency, µM (series often up to 114 µM), without a hit: at the highest dose activity change, negative = substrate turnover; O89049; further: potency means the concentration at half of the fitted maximal effect; on the % scale 0 is the no-effect control and ±100 the full control effect; nearly all actives have a fitted effect of over 50% in size
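Rat TrxR1, dispensed at 90 nM, was prereduced with 400 uM NADPH (final) for 5 min at ~22 deg C, then incubated with compound 15 min before 400 uM selenite. A first-read NADPH fluorescence drop versus no-compound background flagged substrates.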
PI4K2A block – PI4K2A (human) kinase inhibition; purified PI4K2A, ADP-Glo luminescence, 1 h; active compounds read low; hit rate 0.13% among 420,000; activity change, negative = inhibition, % at 76.9 µM; AID 1346378; in the data active means activity change below about -50%; inconclusive means mostly about -30% to -49%;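 further: -100% = wells without enzyme as full effect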
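PI4K2A activity was measured by ADP-Glo luminescence: enzyme (4 ug/mL stock) and phosphatidylinositol (1.2 mM stock) in Tris pH 7.5/MgCl2/EGTA/Triton X-100 buffer were reacted with ATP (300 microM stock) for one hour at ambient temperature.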
USP1-UAF1 inh – blocks the human USP1/UAF1 deubiquitinase complex. Potency, µM (highest dose often 57.1 µM), inactives show at the top dose activity change, negative = inhibition, hits mostly inhibitors. recombinant USP1/UAF1, Ub-Rhodamine cleavage fluorescence. AID 743255. hit rate 0.23% among 390,000; further: potency means the concentration at half of the fitted maximal effect; on the % scale 0 is the no-effect control and ±100 the full control effect; nearly all actives have a fitted effect of over 60% in size; inactives centre near -12
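USP1/UAF1 complex (1 nM) preincubated 15 min at room temperature with compound, then Ub-Rho substrate (150 nM final) added. Kinetic fluorescence at 480/540 nm over 6 reads at 60 s intervals; 50 mM HEPES pH 7.8, 0.5 mM EDTA, 0.1 mg/ml BSA, 1 mM TCEP, 0.01% Tween-20.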
GRP78 ERSR act – ER stress response induction in glioma; U87-MG GRP78 promoter luciferase reporter, 16 h; Potency, µM, inactives show top-dose activation, usual class: activators; hit rate 0.02% among 420,000; further: potency means the concentration at half of the fitted maximal effect; series mostly up to about 76 µM; % of control where 0% means no effect; nearly all actives have a fitted effect of over 35% in size
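Stably transfected U87-MG glioma cells carrying a GRP78-based luciferase sensor; 16 h compound incubation. Luminescence end-point read 10 min after Bright-Glo addition at room temperature.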
* hit, by the source's call; ? = inconclusive; . = no result given; & = joins results of further samples; [ ] = remark or other dose. Unless noted, the call rests on the fitted dose curve; in most records, active means well fitted curve in the direction sought with a large enough effect; inconclusive means small, poorly fitted or top-dose-only effect, or another doubt; inactive means no such curve, though single readings can be large; an effect the other way counts as inactive or inconclusive. The list is partial (hit frequency here may not be typical).

SMILES	Vif-A3F inh	RXFP1 ag	Vif-A3G inh	mIDH1 inhibitor	LDHA block	TrxR1 substrate	PI4K2A block	USP1-UAF1 inh	GRP78 ERSR act
COc1cc2[nH]c(=S)nc(NCc3ccc(Cl)cc3)c2cc1OC	-29.7%	5.0%	-11.3%	0.0%	2.6	9.3%	-1.4	-24.3%	-3.8%
CCc1ccc(NC(=O)c2ccccc2SC)cc1	-16.9%	1.9%	1.5%	-1.7%	-14.7	-6.7%	-1.0	-21.3%	5.0%
O=C(COC(=O)c1ccc2c(c1)C(=O)N(CCc1ccccc1)C2=O)Nc1ccc(OC(F)F)cc1	2.8%	3.5%	0.6%	-6.1%	-7.0	-8.5%	0.4	-16.1%	-2.1%
Cc1ccc(-c2csc(C(O)c3ccc(F)cc3)n2)cc1C (centres undefined)	.	.	-12.6%	.	-3.3	.	-2.0	.	0.4%
CCc1ccc(NC(=O)CSc2nnc(Cn3c(=O)sc4ccccc43)n2C)cc1	0.3%	-1.2%	1.9%	13.3%	-11.4	8.0%	-1.3	-2.2%	-7.0%
O=C(CCCN1C(=O)CCC1=O)Nc1ccc2c(c1)OCO2	-3.0%	1.7%	-2.7%	7.2%	-0.5	3.8%	1.6	-26.9%	-0.6%
O=C(COC(=O)c1cc([N+](=O)[O-])ccc1N1CCCC1)Nc1ccccc1OC(F)F	1.0%	0.9%	0.1%	0.3%	-2.9	-18.5%	6.6	-3.2%	-5.5%
Cc1ccc2nc(NC(=O)CSc3nc(=O)n(CCCN(C)C)c4c3CCC4)sc2c1	-9.5%	0.9%	-17.2%	-1.0%	-5.8	3.8%[57.1 µM]	1.7	-23.9%	-6.2%
NCCCC[C@@H]1NC(=O)[C@H](CCC(=O)O)NC(=O)c2cc([N+](=O)[O-])cc(I)c2OCC[C@@H](C(N)=O)NC1=O	0.6%	3.3%	-1.9%	21.2%	-0.3	-2.1%	-3.0	-10.8%	-3.2%
Cc1ccc(-c2cc(C(F)F)n3ncc(C(=O)N4CCCCC4c4cccnc4)c3n2)cc1 (centres undefined)	3.4%	4.8%	-2.5%	?	-1.1	92.3%[activator]	0.0	-21.1%	-2.9%
C[C@@H](C(=O)NCCc1c[nH]c2ccccc12)[C@H]1C[C@]1(C)[C@H](NC(=O)OCc1ccccc1)c1ccccc1	6.0%	2.7%	-0.9%	-0.4%	-4.9	-0.4%[57.1 µM]	0.0	?	-2.8%
COc1ccc(CNCCSc2nnnn2C)c(OC)c1OC	7.4%	1.4%	2.3%	-2.8%	-9.9	5.6%[57.1 µM]	-2.4	-2.9%	-4.0%
Cc1ccc(CNC(=O)C2CCC(=O)N(CCc3ccc(Cl)cc3)C2)cc1 (centres undefined)	4.6%	-1.5%	-4.0%	2.9%	-8.9	-0.8%	1.7	-1.7%	3.8%
CCc1ccc(N=C2NC(=O)/C(=C/c3ccc(OCC(=O)O)c(OC)c3)S2)cc1	-11.7%	-0.2%	1.8%	-1.7%	-5.0	-8.6%	-5.0	19.3%	-2.0%
COc1ccccc1CN(C)C(=O)C(NC(=O)Cc1cccc2ccccc12)C(C)C (centres undefined)	2.2%	3.8%	-3.0%	-1.1%	-3.7	-5.5%	2.8	-4.2%	-6.6%
CN(Cc1ccco1)C(=O)Cn1nc(-c2ccc(Cl)cc2)ccc1=O	5.0%	4.5%	1.3%	2.5%	-2.8	-3.9%	3.6	-5.6%	-3.0%
CC(CC(=O)O)n1nnc2ccccc21 (centres undefined)	-25.7%	-1.3%	0.0%	3.2%	-2.9	1.0%	-2.2	-6.0%	-3.9%
N#Cc1c2c(c(NCCCN3CCOCC3)n3c1nc1ccccc13)CCC2	.	3.6%	0.5%	12.6%	2.5	32.2%[activator]	-8.4	-4.7%	-3.9%
Cc1ccccc1N(CC(=O)NC1CCCCC1)C(=O)CCCC(=O)Nc1ccccn1	2.3%	0.5%	-0.1%	-5.4%	-4.5	5.3%	-2.6	-20.9%	1.5%
OC[C@@H](O)[C@@H](O)[C@H](O)[C@H](O)CO	-5.8%	1.3%	-0.2%	-7.7%	-5.4	5.7%	3.3&-1.7	?	-3.4%&-3.1%
O=C(CSc1n[nH]c(-c2ccncc2)n1)Nc1ccc(Cl)c(Cl)c1	-28.1%	-0.9%	-2.0%	-4.3%	-9.9	-6.5%	-12.2	-0.3%	-0.3%
COc1ccc(C(C)=O)cc1CS(=O)(=O)CC(=O)O	5.8%	0.2%	4.4%	14.1%	-1.3	2.7%	1.5	-18.5%	-0.2%
CC(=O)Nc1cccc(-c2csc(C(C)(O)c3cccc(F)c3)n2)c1 (centres undefined)	.	.	-7.8%	.	-7.1	.	-1.9	.	-2.5%
CC(=O)C[C@H]1c2cc(C(F)(F)F)ccc2S(=O)(=O)N1c1ccccc1	-4.3%	.	-0.5%&-7.2%	15.8%	7.0	2.6%&-5.7%	-0.7	?	1.4%&0.5%
O=C(NNC(=O)c1nc(Cl)ccc1Cl)c1ccc(F)cc1	2.7%	0.1%	1.1%	9.8%	-0.5	0.4%	5.0	-11.4%	-2.1%

Reprinted from the part before: two entries, then new ones.
SMILES	Vif-A3F inh	RXFP1 ag	Vif-A3G inh	mIDH1 inhibitor	LDHA block	TrxR1 substrate	PI4K2A block	USP1-UAF1 inh	GRP78 ERSR act
CC(=O)C[C@H]1c2cc(C(F)(F)F)ccc2S(=O)(=O)N1c1ccccc1	-4.3%	.	-0.5%&-7.2%	15.8%	7.0	2.6%&-5.7%	-0.7	?	1.4%&0.5%
O=C(NNC(=O)c1nc(Cl)ccc1Cl)c1ccc(F)cc1	2.7%	0.1%	1.1%	9.8%	-0.5	0.4%	5.0	-11.4%	-2.1%
O=C(COc1ccccc1Cl)Nc1ccc(-c2nc3ccccc3s2)cc1	-23.0%	27.1%	-5.8%	1.2%	-5.1	12.9%	1.0	-17.1%	1.0%
CCOC(=O)c1cnc2c(C#N)c(C)nn2c1-c1ccccc1	-8.8%	0.4%	1.4%	-3.4%	-0.2	9.5%[57.1 µM]	-1.2	-1.5%	0.4%
CC1CN(C(=O)c2cc(S(=O)(=O)N(C)c3ccc(F)cc3)ccc2Cl)CC(C)O1 (centres undefined)	0.6%	0.6%	2.1%	0.6%	-0.5	-3.1%	0.5	-12.6%	-5.6%
CC(C)n1c(SCC(=O)Nc2ccc(N3CCOCC3)cc2)nnc1-c1ccco1	-2.3%	1.7%	0.5%	5.9%	0.7	12.1%[57.1 µM]	-4.1	-19.3%	-2.6%
COc1ccc(CCNC(=S)Nc2cccc(C)c2)cc1	-13.2%	-1.3%	-5.3%	3.4%	-2.4	4.4%[57.1 µM]	13.7	-15.0%	-3.1%
COc1ccc2nc(NN=C(C)c3ccccn3)cc(C)c2c1	12.6%	.	-13.6%	6.0%	5.3	3.7%[11.4 µM]	-3.7	-5.2%	-8.3%
COc1ccc(-c2cc(C(=O)Oc3ccc(C)cc3)c3cc(C)ccc3n2)cc1	-6.0%	6.7%	-7.5%	-0.3%	-12.5	29.5%	-0.5	?	-0.9%
CC(=O)NC(C)(c1ccccc1)c1nc(-c2cccc(C#N)c2)cs1 (centres undefined)	.	.	0.5%	.	-6.7	.	0.5	.	-1.6%
CC(C)(C)c1ccc(C(=O)NNC(=S)NCc2ccco2)cc1	-3.1%	-0.6%	-0.3%	0.0%	-2.7	7.0%	1.7	-23.7%	3.1%
O=C(COC(=O)/C=C/c1ccccc1)NC1CCCC1	1.9%	.	2.4%	-7.4%	-7.0	2.0%	4.1	-8.0%	6.1%
Cc1ccc(NC(C)c2cc(Cl)ccc2O)cc1 (centres undefined)	-3.0%	-1.2%	-11.5%	3.5%	-0.2	-14.2%	-0.5	-13.3%	-3.9%
COc1ccc(C(=O)NCC(=O)NCC(c2ccco2)N(C)C)cc1OC (centres undefined)	1.0%	-0.2%	0.1%	6.3%	-4.2	0.7%	-5.5	-17.9%	-2.1%
Cc1ccc(NC(=O)CCCc2nc3ccccc3c(=O)[nH]2)c(Cl)c1	-8.2%	3.3%	5.2%	5.0%	-2.1	5.7%	-3.4	-17.1%	-5.2%
O=C(NCC(c1cccs1)N1CCOCC1)c1ccccc1NS(=O)(=O)c1cccc([N+](=O)[O-])c1 (centres undefined)	2.9%	-0.2%	6.4%	-9.1%	-6.0	-4.9%[57.1 µM]	-3.9	-10.7%	-3.2%
CCc1ccc(NS(=O)(=O)c2[nH]ncc2C(=O)OC)cc1	-5.8%	-0.1%	-10.3%	-3.0%	2.9	2.0%	-2.7	-14.1%	-2.2%
CCOc1ccccc1/C=N/Nc1ccccc1[N+](=O)[O-]	-1.4%	2.1%	0.4%	-0.5%	-1.5	-12.5%	2.0	-3.9%	8.3%
CCCCCNC(=O)Cc1ccc(OC)cc1	-3.7%	0.0%	-1.2%	0.8%	-7.7	9.8%[57.1 µM]	-2.1	-21.1%	-2.0%
COc1ccc(C(=O)c2cn(Cc3ccccc3F)c3cc4c(cc3c2=O)OCCO4)cc1OC	2.3%	0.3%	-3.5%	-29.1%	-13.8	-1.7%	-1.0	1.7%	0.2%

Screening data: PubChem BioAssay, National Center for Advancing Translational Sciences (NCATS)
